M. tuberculosis HTS: M. tuberculosis growth inhibition, HTS (AID 449762); M. tuberculosis H37Rv growth inhibition, 7H9 media; higher % means a stronger effect; actives 0.59% (n = 330,000); inhibition, % at 25 µM; hits with a dose series show IC50 in µM; in the data active = a potency from the dose series; inconclusive = inhibition above about 70% without an active follow-up result;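 note: bacterial growth assessed after seven days of incubation; strong numbers were not always called active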
inhibitors of VEEV: inhibitors of VEEV TC-83 cytopathic effect, confirmation, Vero cells (AID 588727); Vero cells, VEEV TC-83 cytopathic effect inhibition; higher % means a stronger effect; one-dose inhibition, % at 20 µM; IC50 in µM for titrated hits; actives 0.13% (n = 350,000); in the data active = a potency from the dose series; inconclusive = inhibition mostly from about 14% at the one dose, without a potency; inactive = the rest, 99 in 100 with inhibition below about 12%; note: strong numbers were not always called active
influenza NS1A: H1N1 influenza NS1A inhibitors, functional cell based assay (AID 504329); NS1A functional cell-based assay, percent inhibition; higher % means a stronger effect; inhibition, % at 12.5 µM; hits with a dose series show IC50 in µM; actives 0.3% (n = 340,000); in the data active = a potency from the dose series; inconclusive = inhibition above about 27% without an active follow-up result; note: strong numbers were not always called active
M. tuberculosis: growth inhibition of non-replicating M. tuberculosis (AID 488890) | Mycobacterium tuberculosis non-replicating, growth inhibition; higher % means a stronger effect | actives 0.39% (n = 320,000) | one-dose inhibition, % at 25 µM; IC50 in µM for titrated hits; in the data active = a potency from the dose series; inconclusive = inhibition mostly from about 82% at the one dose, without a potency; inactive = the rest, 99 in 100 with inhibition below about 76%;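 note: plate controls were DMSO cells for no effect and high antibiotic wells for full effect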
PhoP GFP inhibition: Inhibition of PhoP regulon, Salmonella typhi GFP reporter cells, confirmation, 4 h (AID 1850). actives 0.33% (n = 310,000). Salmonella Typhi PhoP-promoter GFP reporter, fluorescence, 4 h; higher % means a stronger effect. one-dose inhibition, % at 50 µM; IC50 in µM for titrated hits; in the data active = a potency from the dose series; inconclusive = inhibition mostly from about 25% at the one dose, without a potency; inactive = the rest, 99 in 100 with inhibition below about 19%;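 note: 0% = induced wells with vehicle and 100% = uninduced wells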
inhibitors of VEEV 10K pilot screen: second read-out of inhibitors of VEEV, no call of its own (marks repeat the call); inhibition, %; measured here: 10K pilot screen inhibition
Numbers without * were called inactive; i = inactive; ? = inconclusive; nt = not tested or not shown; & = joins results of further samples.

SMILES	M. tuberculosis HTS	inhibitors of VEEV	influenza NS1A	M. tuberculosis	PhoP GFP inhibition	others
Cn1c(=O)c2c(SCC(=O)Nc3ccccc3F)nc(C3CC3)nc2n(C)c1=O	-12%	1.0%	-1%	-13%	-4%
COc1ccc(C2CC(c3cccs3)=NN2C(=O)CSc2nc3ccccc3s2)cc1 (stereo unspecified)	0%	3.8%	-15%	21%	0%
COC(=O)c1cc(=O)n(Cc2ccc(OC)c(OC)c2)c(=Nc2ccc(F)cc2)s1	0%	12%	8%	35%	-7%
CCOC(=O)C1(Cc2ccc(OC)cc2)CCN(C(=O)C2CC(=O)N(C3CC3)C2)CC1 (stereo unspecified)	2%	0.5%	-6%	-8%	-7%
CS(=O)(=O)c1ccc2nc(NC(=O)CN3CCOCC3)sc2c1	1%	i	-6%	-22%	8%
CCC(=O)N1CC(=O)Nc2ccc(F)cc2C1c1ccccc1 (stereo unspecified)	-4%	2.0%	-2%	9%	nt
CCOc1ncccc1C(=O)N1CCN(C(=O)c2ccccc2)CC1	0%	i	-11%	-3%	16%
O=C(CCN1C(=O)c2ccccc2C1=O)NC(=S)Nc1ccccc1Cl	3%	0.1%	8%	76%	-6%	inhibitors of VEEV 10K pilot screen=0.1
COc1ccc(CC2SC(N)=NC2=O)cc1 (stereo unspecified)	0%	0.7%	-9%	-1%	-1%
O=C(CCn1[nH]c(=O)c2ccccc2c1=O)N1CCOCC1	-3%	0.8%	-4%	9%	-6%
Cc1ccc(-c2nnn(CC(=O)N(CC(=O)NC(C)C)c3cnc4ccccc4c3)n2)o1	2%	0.2%	-7%	6%	-3%
CCOc1ccc(-c2cn(-c3ccc(OC)cc3)c(SC)n2)cc1	?	0.1%	15%	62%	-1%
Cc1cccc(C)c1NC(=S)N1CCOCC1	3%	0.2%	-1%	-6%	1%
O=c1cc(-c2cccnc2)oc2c1ccc1ccccc12	?	7.1%	nt	?	-2%
Cc1ccccc1-n1c(N)cc(=O)[nH]c1=S	8%	0.0%	-6%	5%	18%
COc1ccccc1CNC(=O)C(CC(C)C)NS(=O)(=O)c1ccc2c(c1)oc(=O)n2C (stereo unspecified)	-9%	0.8%	-7%	11%	8%
CCc1ccc(OCC(=O)Nc2ccc(S(=O)(=O)Nc3ccccn3)cc2)cc1	4%	i	9%	-11%	16%
COc1ccc(S(=O)(=O)CCC(=O)Nc2cc(C)ccc2OC)cc1	0%	0.8%	3%	17%	-6%
CCN1/C(=C(\O)c2ccccc2)C(=O)c2ccccc2S1(=O)=O	-7%	8.5%	-5%	i	5%
COc1c(C)cc(C(=O)C2CCCN(Cc3ccc(Oc4ncccn4)cc3)C2)cc1C (stereo unspecified)	7%	2.4%	16%	22%	-12%
O=C(CNS(=O)(=O)c1ccc(Br)s1)N1CCN(c2ccc(F)cc2)CC1	2%	1.5%	9%	10%	2%
CCc1ccccc1NC(=O)CCNS(=O)(=O)c1cc(Br)cnc1N	4%	0.6%	1%	-13%	8%
Cc1cc(C)cc(NC(=O)N2CCC(NC(=O)c3ccc(F)cc3)CC2)c1	-2%	2.2%	0%	1%	-7%
C/C(=N\N=C1\NC(=O)C(CC(=O)Nc2ccc(C)c(Cl)c2)S1)C(C)(C)C (stereo unspecified)	7%	1.1%	-12%	nt	-4%
C=CCOC(=O)C1=C[C@H](c2ccc(Br)cc2)[C@@H](CCCO)[C@H](OCC)O1	2%	0.1%	10%	8%	7%
SMILES	M. tuberculosis HTS	inhibitors of VEEV	influenza NS1A	M. tuberculosis	PhoP GFP inhibition	others
CC(C)NC(=S)N/N=C/c1cccnc1	-6%	1.7%	-8%	15%	5%
CCOc1ccccc1NC(=O)CN1CCC(NC(=O)c2ccccc2)CC1	2%	2.8%	5%	-1%	-1%
Cc1cc(C(=O)CSc2ccc3c(c2)OCCO3)c(C)n1C1CC1	8%	0.8%	0%	20%	3%
CCOc1ccc(/C=N/NC(=O)c2ccccc2Cl)cc1CN1CC2CC(C1)c1cccc(=O)n1C2 (stereo unspecified)	10%	2.7%	-8%	56%	nt
O=C(O)c1ccccc1SCc1cn2cc(Br)ccc2n1	1%	0.8%	0%	-21%	-4%
CC(C)(C)C(=O)C(Oc1cccc2nonc12)n1cncn1 (stereo unspecified)	-5%	0.8%	0%	-5%	-14%
N#Cc1c2n(c3c(=O)n(CC(=O)c4ccc([N+](=O)[O-])cc4)cnc13)CCCCC2	13%	1.1%	5%	5%	-5%
COc1ccc(OCC(=O)N2CCN(C(=O)Cc3ccccc3)CC2)cc1	-1%	0.7%	2%	2%	1%
O=C(Nc1ncc([N+](=O)[O-])s1)C1CCN(S(=O)(=O)c2cnc[nH]2)CC1	11%	1.4%	-8%	-2%	-9%
COc1ccc(NC(=O)NCc2ccc3c(c2)OCO3)c(OC)c1	-4%	1.5%	-10%	-12%	-5%
Cc1cc(NC(=O)c2ccc(F)cc2)n(C)n1	1%	1.3%	-6%	23%	-2%
CN1CCN(c2ccc([N+](=O)[O-])c(NCC3CCCO3)c2)CC1 (stereo unspecified)	-3%	0.1%	-5%	-13%	-2%
Cc1ccc(S(=O)(=O)NC(=O)NCc2ccc(F)cc2)cc1	-13%	1.0%	-18%	-16%	1%
CC(C)COP(=O)(OCC(C)C)C(O)c1ccc(F)cc1 (stereo unspecified)	6%	0.2%	-4%	2%	-6%
CCOc1ccc(NS(=O)(=O)c2ccc(C(=O)N(CC)CC(=O)NCc3cccs3)cc2)cc1	-8%	2.1%	20%	9%	-5%
CCCCNc1ncnc2c1cnn2-c1ccccc1	12%	9.6%	-19%	29%	0%
O=C(NCC1CCCO1)C(=O)N/N=C/c1ccccc1C(=O)O (stereo unspecified)	-3%	0.2%	0%	-13%	12%
CN(C)S(=O)(=O)c1cccc(C(=O)NCC(C)(C)CNC(=O)c2cccc(S(=O)(=O)N(C)C)c2)c1	-3%	0.9%	-12%	2%	-4%
C=C1[C@@H](OC(C)=O)CC[C@]2(C)[C@@H]1C[C@@H]1C[C@H](OC(C)=O)C(C)=C([C@@H](OC(C)=O)[C@@H]2OC(C)=O)C1(C)C	10%	i	3%	7%	6%
O=C(Cc1ccccc1)Nc1ncnc2c1C(c1ccccc1)c1c(ccc3ccccc13)O2 (stereo unspecified)	2%	9.6%	-11%	21%	nt
O=C1NC(=S)NC(=O)C1=Cc1cccn1-c1ccc(O)cc1	nt	28%	-11%	nt	nt
Cc1cc(C)c(C)c(OCCCN(C)C)c1	-2%	1.4%	-3%	4%	1%
O=C(N/N=C/CCc1ccccc1)C1CCCCC1	9%	i	-7%	7%	0%
FC(F)(F)c1ccc(N2CCN(c3ncnc4c3nnn4Cc3ccccc3)CC2)nc1	3%	0.1%	-4%	-2%	-13%
O=C(Nc1csc([N+](=O)[O-])c1)Nc1ccccc1Cl	13%	75%	0%	69%	-5%

As a working copy, some entries already given:
SMILES	M. tuberculosis HTS	inhibitors of VEEV	influenza NS1A	M. tuberculosis	PhoP GFP inhibition	others
Cc1ccc(S(=O)(=O)NC(=O)NCc2ccc(F)cc2)cc1	-13%	1.0%	-18%	-16%	1%
CC(C)COP(=O)(OCC(C)C)C(O)c1ccc(F)cc1 (stereo unspecified)	6%	0.2%	-4%	2%	-6%
CCOc1ccc(NS(=O)(=O)c2ccc(C(=O)N(CC)CC(=O)NCc3cccs3)cc2)cc1	-8%	2.1%	20%	9%	-5%
CCCCNc1ncnc2c1cnn2-c1ccccc1	12%	9.6%	-19%	29%	0%

Later entries:
SMILES	M. tuberculosis HTS	inhibitors of VEEV	influenza NS1A	M. tuberculosis	PhoP GFP inhibition	others
Cc1ccc(C(=O)/C=C/c2ccccc2[N+](=O)[O-])cc1	?	6.0%	-3%	?	5%
O=C(CNc1n[nH]c(=O)[nH]c1=O)N/N=C/C1CC=CCC1 (stereo unspecified)	3%	0.4%	-6%	4%	5%
CC(=O)NC(CCS(C)(=O)=O)C(=O)Nc1cc(C)on1 (stereo unspecified)	6%	2.4%	-1%	-19%	8%
O=C(Nc1ccc(CN2CCOCC2)cc1)c1ccc(-c2cccc([N+](=O)[O-])c2)o1	?	11%	6%	52%	22%
CC1CCCC(NC(=O)c2cccc(S(=O)(=O)NCc3ccccc3)c2)C1C (stereo unspecified)	-4%	6.6%	-7%	36%	nt
COc1ccc(S(=O)(=O)Nc2ccc(S(=O)(=O)N3CCCC3)cc2)cc1	-5%	2.0%	8%	4%	3%
CC(c1ccccc1)C1OCC(C[N+]2(C)CCCCC2)O1 (stereo unspecified)	-1%	2.4%	-6%	18%	3%
NC(=O)NC(CC(=O)NCCc1ccc(S(N)(=O)=O)cc1)c1ccc(Cl)cc1 (stereo unspecified)	9%	i	8%	16%	-18%
Cc1cccc(CC2CC(=O)N(C3CCCCC3)C2=O)c1 (stereo unspecified)	-1%	i	0%	9%	-4%
O=C(Nc1nc(-c2ccc(-c3ccccc3)cc2)cs1)c1cnccn1	61%	1.2%	-7%	?	-5%
COc1ccc(C(=O)N2CCCC(Nc3ccc(F)c(F)c3)C2)c(OC)n1 (stereo unspecified)	7%	3.9%	-10%	9%	-13%
O=C(NCc1ccccc1)c1n[nH]nc1-c1ccccc1O	-2%	0.2%	-12%	22%	-11%
COC(=O)C1=C(C)NC(C)=C(C(=O)OC)C1C(=O)OC1CCCCC1=O (stereo unspecified)	-4%	1.2%&0.5%	-15%&6%	nt	?
COC1=C(Nc2ccccc2)C(=O)c2ccccc2C1=O	9%	i	12µM*	23%	11%
C=CCN1C(=O)C(CC(=O)Nc2ccccc2F)S/C1=N\c1nccs1 (stereo unspecified)	-4%	0.3%	0%	2%	-11%
CCCCOCCCNC(=O)N[C@@H](CC(C)C)C(=O)O	-9%	0.0%	-4%	5%	-5%
C[C@@]1(CO)[C@H](O)CC[C@@]2(C)[C@H]1CC[C@H]1C[C@@H]3C[C@@]12CC[C@]3(O)CO	4%	nt	nt	-10%	2%
CCOC(=O)CC(=O)CSc1nc(C)cc(C)c1C#N	6%	5.3%	6%	44%	7%
O=C(Nc1ccc2nc(-c3ccc(Br)o3)[nH]c2c1)c1cccs1	8%	2.4%	10%	12%	26%
O=C(OCc1ccccc1)N(CCF)c1cn(Cc2ccccc2)c(=O)n(Cc2ccccc2)c1=O	nt	6.0%	1%	nt	nt
Cc1c(-n2c(SC(C)C(=O)NC(N)=O)nc3ccccc3c2=O)c(=O)n(-c2ccccc2)n1C (stereo unspecified)	-9%	0.7%	-2%	0%	-7%
Cc1ccc(-n2c(N)c(C(N)=O)sc2=S)cc1	70%	4.0%	6%	?	15%
COc1ccc(CNCCC(c2ccccc2)c2ccc3c(c2)OCO3)cc1 (stereo unspecified)	33%	2.6%	-5%	79%	79µM*
Cc1ccc(S(=O)(=O)Nc2cc(C(F)(F)F)ccc2N2CCOCC2)cc1	-5%	1.7%	-1%	-7%	-1%
Cc1cc(C)c(S(=O)(=O)c2ccccc2)c(OC(=O)c2c(Cl)cc(Cl)cc2Cl)n1	1%	6.6%	4%	13%	3%

3 entries drawn at random from the list so far, as already listed:
SMILES	M. tuberculosis HTS	inhibitors of VEEV	influenza NS1A	M. tuberculosis	PhoP GFP inhibition	others
CCOC(=O)CC(=O)CSc1nc(C)cc(C)c1C#N	6%	5.3%	6%	44%	7%
C=CCN1C(=O)C(CC(=O)Nc2ccccc2F)S/C1=N\c1nccs1 (stereo unspecified)	-4%	0.3%	0%	2%	-11%
Cc1c(-n2c(SC(C)C(=O)NC(N)=O)nc3ccccc3c2=O)c(=O)n(-c2ccccc2)n1C (stereo unspecified)	-9%	0.7%	-2%	0%	-7%

Next entries follow.
SMILES	M. tuberculosis HTS	inhibitors of VEEV	influenza NS1A	M. tuberculosis	PhoP GFP inhibition	others
CCOC(=O)N1CCC(N2C(=O)c3cc(C(=O)NC4CCCCC4)ccc3C2O)CC1 (stereo unspecified)	-4%	1.0%	-6%	14%	-4%
CCN(CC)C(=O)C1CCCN(Cc2ccc(OC)c(C)c2C)C1 (stereo unspecified)	4%	i	1%	-5%	2%
COc1ccc(C2CC(c3ccccc3)=NN2C(=O)CCC(=O)O)cc1 (stereo unspecified)	2%	i	2%	4%	-4%
CCOc1ccc(/C=C/C(=O)Nc2cccc(C(C)=O)c2)cc1	20%	0.8%	-2%	44%	-4%
CCC(=O)Nc1nnc(SCC(=O)NCC2CCCO2)s1 (stereo unspecified)	4%	1.4%	-12%	35%	8%
COc1ccc(CCNC(=O)c2c(N)n(CCN3CCOCC3)c3nc4ccccc4nc23)cc1	?	0.8%	-25%	8%	3%
Cc1c(C(=O)N2CCN(c3ccc(F)cc3)CC2)sc2ncnc(N3CCN(c4ccccn4)CC3)c12	?	?	4%	72%	-4%
CCSc1nnc2nc(C)cc(C)n12	-6%	0.8%	2%	-5%	3%

Compound activity from PubChem BioAssay.
